Screening data (PubChem)
Mtb RmlCD inh: blocks M. tuberculosis RmlC and RmlD coupled enzymes | inhibition, % at 3.6 µM | P9WH09+P9WH11 | 160,000 tested, 0.03% active | AID 1533 | RmlC+RmlD coupled enzyme assay, percent inhibition; primary screen in compound mixtures; in the data active means inhibition mostly above about 34%, no sharp cut-off; inconclusive means no clear call, values can overlap the other calls; inactive means mostly below about 22%; further: some results filed as inactive read as strong as hits
Target sequence (P9WH09 whole entry, looked up): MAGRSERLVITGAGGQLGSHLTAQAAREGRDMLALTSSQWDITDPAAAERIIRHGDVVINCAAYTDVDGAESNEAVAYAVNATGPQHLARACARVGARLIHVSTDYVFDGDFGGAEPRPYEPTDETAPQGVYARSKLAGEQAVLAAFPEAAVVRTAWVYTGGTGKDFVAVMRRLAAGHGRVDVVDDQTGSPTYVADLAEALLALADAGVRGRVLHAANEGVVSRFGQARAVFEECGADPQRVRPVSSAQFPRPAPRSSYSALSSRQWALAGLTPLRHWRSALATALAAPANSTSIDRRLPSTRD
Target sequence (P9WH11 whole entry, looked up): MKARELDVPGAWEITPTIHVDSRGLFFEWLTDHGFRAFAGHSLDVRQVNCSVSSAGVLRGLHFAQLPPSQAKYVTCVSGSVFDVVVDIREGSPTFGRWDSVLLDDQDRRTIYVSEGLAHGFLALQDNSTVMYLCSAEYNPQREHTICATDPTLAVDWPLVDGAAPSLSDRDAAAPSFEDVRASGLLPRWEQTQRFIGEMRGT
M. tuberculosis GlmU: inhibition of mycobacterial GlmU enzyme – biochemical, glucosamine-1-phosphate acetyltransferase (AID 1376); 220,000 tested, 0.25% active; M. tuberculosis GlmU acetyltransferase enzyme assay; higher % means a stronger effect; one-dose inhibition, %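 (tested at 30 µM in the primary screen)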; IC50 in µM for titrated hits; in the data active means inhibition above about 13%; inconclusive means no clear call, values can overlap the other calls;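 further: 0% = complete reaction with vehicle and 100% = reaction without substrate; strong numbers were not always called active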
* hit, by the source's call; u = inconclusive; x = no result given. An excerpt. The share of hits here may be higher or lower than overall.

Compound | M. tuberculosis GlmU | Mtb RmlCD inh
Cc1ccc(-c2nc(Cl)nc3ccccc23)cc1 | 0.0% | 3
O=C(c1ccc(CN2CCc3ccccc3C2)cc1)N1CCCCC1 | -1.0% | -6
N/C(=N\OC(=O)c1ccccc1)c1cccnc1 | 1.2% | -6
O=C(NCc1cccs1)c1cc2ccccc2o1 | -4.7% | x
CC(C)OC(=O)c1ccc(COC(=O)c2cccc(-c3nnc(-c4ccccc4)o3)c2)cc1 | -1.0% | -7
CCOC(=O)Cc1csc(NC(=O)CSc2nc(C)cc(=O)[nH]2)n1 | 10% | -10
CCCc1nn(C)c2c(=O)[nH]c(-c3ccccc3OCC)nc12 | -4.7% | 1
CCN(CC(=O)Nc1cccc(S(N)(=O)=O)c1)Cc1nc2ccccc2c(=O)[nH]1 | 0.3% | x
CCOc1ccccc1NC(=O)Cc1ccccc1OC | -4.1% | 8
COc1ccc(/C(C)=N/NS(=O)(=O)c2ccccc2)c(OC)c1 | -3.0% | -7
Cc1nc2cc(-c3ccsc3-n3c(C)ccc3C)[nH]n2c(=O)c1Cl | 9.8% | 8
O=C(NNC(=O)c1ccc2c(c1)OCO2)NC12CC3CC(CC(C3)C1)C2 | 2.4% | 0

Continuation.
Compound | M. tuberculosis GlmU | Mtb RmlCD inh
Cc1ccc(-c2nn3c(C)nnc3s2)cc1NC(=O)CSc1ccc(Cl)cc1 | 0.8% | x
Cc1ccccc1N(CC(=O)N/N=C/c1cc(C)n(-c2ccccc2C)c1C)S(C)(=O)=O | 1.4% | 2
COc1ccc(/C=C/C(=O)OCC(=O)Nc2ccc(N3CCOCC3)cc2)cc1OC | -3.0% | 16
CCC(=O)N/N=C(\C)CC(=O)Nc1ccc2ccccc2c1 | 3.0% | x
Cc1ccc(S(=O)(=O)N2CC3(C)CN(S(=O)(=O)c4ccc(C)cc4)CC(C)(C2)C3O)cc1 (stereo not given) | -3.7% | x
CN(C(=O)COc1ccc(Cl)cc1)c1nnc(C23CC4CC(CC(C4)C2)C3)s1 | -6.8% | x
O=C(N/C(=C/c1cccs1)C(=O)N1CCOCC1)c1cccs1 | -3.0% | x
CC1=CC(C)(C)N(C(=O)C(C)N2C(=O)c3ccccc3C2=O)c2ccc(C)cc21 (stereo not given) | 2.6% | x
COCCn1c(SCC(=O)c2ccccc2)nc2c(c1=O)SCC2 | -4.7% | 4
O=C(N/N=C/c1ccc([N+](=O)[O-])s1)c1ccccc1Br | -3.1% | 2
COc1ccnc(-n2cccc2C#N)c1C#N | -0.3% | -12
COc1cc(/C=N/OCC(=O)NC23CC4CC(CC(C4)C2)C3)ccc1OCc1ccccc1 | -0.7% | -7

Additional records follow.
Compound | M. tuberculosis GlmU | Mtb RmlCD inh
Cc1cc(C)n(C(=O)CCN2C(=O)c3ccccc3C2=O)n1 | -2.4% | x
CCOC(=O)c1nc(Nc2cccc(C)c2)c2ccccc2n1 | 7.7% | 4
COc1cc(NC(=O)c2ccc(COc3ccccc3Br)o2)cc(OC)c1OC | -1.0% | 24
CN1CCN(C(=O)CSc2nc(-c3ccco3)cc(C(F)(F)F)n2)CC1 | -4.0% | 5
O=C1CSC(c2ccccc2Cl)N1 (stereo not given) | -4.8% | 10
COc1ccc(NC(=O)C(C)N2c3cccc4cccc(c34)S2(=O)=O)cc1 (stereo not given) | 0.1% | -8
CCOC(=O)c1ccc2nc(NC(=O)c3ccco3)sc2c1 | x | 28
Cc1onc(-c2ccccc2)c1CNC(=O)Nc1ccc(F)cc1F | 30% | x
O=C(NC12CC3CC(CC(C3)C1)C2)c1ccc(-c2ccccc2Cl)o1 | 0.6% | 9
N#Cc1ccccc1OCC(=O)OCC(=O)N1CCN(C(=O)c2ccco2)CC1 | 0.1% | -7
O=C1C=CC(=O)N1Nc1ccc(Br)cc1 | 1.8% | x
CCOC(=O)c1sc(NC(=O)CSc2nc3ccccc3s2)c(C(=O)OCC)c1C | -4.4% | 10

(continued)
Compound | M. tuberculosis GlmU | Mtb RmlCD inh
COc1cccc(N=Nc2c(=O)[nH]n3c(C)cc(C)nc23)c1 | -8.3% | 10
CC(=O)N1[C@H](C)C=C[C@]1(Cc1ccccc1)C(=O)NCCN1CCOCC1 | -0.8% | x
CCCCC(=O)NC1(C(F)(F)F)C(=O)N(CC(C)C)C2=C1C(=O)CC(C)(C)C2 (stereo not given) | 3.0% | 13
O=C(O)CCC(=O)Nc1nnc(C(F)(F)F)s1 | 2.7% | -3
Cc1sc2ncnc(OCC(=O)NCc3cccs3)c2c1C | 8.4% | 7
Cc1ccc(C)c(-n2c(Cc3cc(=O)[nH]c(=O)[nH]3)nnc2SCC(=O)NCC2CCCO2)c1 (stereo not given) | -2.1% | x
CC(C)(C)C(=O)NCCn1ccc2ccccc21 | -2.1% | 11
O=C1c2ccccc2C(=O)C12OC2c1cccc2ccccc12 (stereo not given) | -4.5% | 4
c1cc2c3c(cccc3c1)NC1(CCC3(CC1)Nc1cccc4cccc(c14)N3)N2 | 0.5% | -8
CCOC(=O)CCCn1c(C)nc(=O)c(-c2ccccc2)c1C | -0.9% | x
CC1CN(C(=O)c2ccccc2Oc2ccccc2)CC(C)O1 (stereo not given) | 7.4% | 13
CC(=O)NS(=O)(=O)c1ccc(N=NN2CCOCC2)cc1 | 6.0% | 0

The results go on:
Compound | M. tuberculosis GlmU | Mtb RmlCD inh
O=C(/C=C/c1ccc(O)cc1)c1ccc(NC2=C(N3CCCCC3)C(=O)c3ccccc3C2=O)cc1 | -1.0% | -6
CC(/C=C/C=C/c1ccccc1)=N/NC(=O)CNc1ccc(C)cc1 | 1.9% | 1
CCCCCCC(=O)N(O)C1CC(=O)N(c2ccc(C)cc2)C1=O (stereo not given) | 0.3% | -3
CCOc1cc(-n2nc(C)c(C#N)c2N)nc(SC)n1 | -0.6% | x
COc1ccc(Br)cc1CNC(=O)C1CCCN(S(C)(=O)=O)C1 (stereo not given) | -0.8% | x
O=C(NCc1ccccc1Cl)c1cccc(C(F)(F)F)c1 | -2.5% | -5
O=C1c2cccc3cccc(c23)C(=O)N1Cc1cccnc1 | 0.1% | x
CC1CCN(C(=O)COC(=O)[C@H](C)NS(=O)(=O)/C=C/c2ccccc2)CC1 | -2.5% | 5
CSCC[C@H](NC(=O)C1CCCC1)c1nc2ccccc2[nH]1 | 6.5% | -10
Cc1c(C(=O)N2CC(C)OC(C)C2)sc2nc(-c3ccc(F)cc3)cn12 (stereo not given) | 4.8% | 5
CN(C)c1ccc(/C=N/N=C(N)N)cc1[N+](=O)[O-] | -6.5% | -5
CCOC(=O)Nc1ccc(C)cc1NC(=O)OCC | x | 5

Arranged by length of the SMILES (rising): some entries from above
Compound | M. tuberculosis GlmU | Mtb RmlCD inh
CCOC(=O)Nc1ccc(C)cc1NC(=O)OCC | x | 5
O=C(NCc1ccccc1Cl)c1cccc(C(F)(F)F)c1 | -2.5% | -5
CN(C)c1ccc(/C=N/N=C(N)N)cc1[N+](=O)[O-] | -6.5% | -5
Cc1c(C(=O)N2CC(C)OC(C)C2)sc2nc(-c3ccc(F)cc3)cn12 (stereo not given) | 4.8% | 5
CC1CCN(C(=O)COC(=O)[C@H](C)NS(=O)(=O)/C=C/c2ccccc2)CC1 | -2.5% | 5

(cont.)
Compound | M. tuberculosis GlmU | Mtb RmlCD inh
O=C1CCCCCCC1Sc1ccccc1[N+](=O)[O-] (stereo not given) | -1.3% | -3
CC(C)n1cnc2cc(NCc3ccco3)ccc21 | -7.2% | x
Cc1cc([N+](=O)[O-])cc(C)c1OCC(=O)N/N=C/c1ccc(OC(=O)c2ccccc2Br)cc1 | -1.7% | 3
CCOC(=O)c1sc(-n2[nH]c(C)cc2=O)nc1C | 2.1% | 4
Cc1cc(C)cc(NC(=O)Nc2ccc(Cl)cn2)c1 | 0.7% | 4
O=C(O)CNS(=O)(=O)c1ccc(Br)s1 | 0.7% | 15
CN(C)c1nc(/C=C(\C#N)C(N)=O)c(Cl)n1-c1ccc(F)cc1 | -0.3% | -6
Cc1ccc(C(C(=O)NC2CCCCC2)N(C(=O)CCCC(=O)Nc2ccccn2)c2ccc3c(c2)OCCO3)cc1 (stereo not given) | 1.9% | x
Cn1ncc(Br)c1C(=O)N/N=C/c1ccc(OS(=O)(=O)c2ccccc2)cc1 | -5.1% | x
CC1CCN(c2c(NCc3ccc(C(=O)N4c5ccccc5CC4C)cc3)c(=O)c2=O)CC1 (stereo not given) | 3.6% | -3
COC(=O)c1sc2nc(CSc3nc4ccc(C)cc4[nH]3)[nH]c(=O)c2c1C | -5.6% | -6
COC(=O)N/N=C/c1cn(CCCOc2ccccc2)c2ccccc12 | 2.2% | 0

More records:
Compound | M. tuberculosis GlmU | Mtb RmlCD inh
O=C(CNc1ccccc1-c1ccccc1)NCc1ccccc1 | -0.9% | x
CCS(=O)(=O)Nc1ccc(-c2nc3cccnc3s2)cc1 | 0.1% | x
Cc1ccc(C(=O)O/N=C\c2ccc(N3CCOCC3)c([N+](=O)[O-])c2)cc1 | x | 97
Cc1cccc2nc(CSc3nc4cc([N+](=O)[O-])ccc4s3)cn12 | 0.5% | 8
COc1cc(C(CCN2CCOCC2)c2c(OC)cc(OC)c3c2OC(=O)CC3c2ccc(N(C)C)cc2)cc(OC)c1OC (stereo not given) | 7.9% | x
Cc1nc(CCNS(=O)(=O)c2cccnc2)cs1 | -3.0% | -1
CCOC(=O)C1C(=O)CC(C)(O)C(C(=O)OCC)C1c1ccccc1 (stereo not given) | -3.8% | x
CSc1nc2ccccc2n1CC(=O)Nc1c(C)cccc1C | 4.1% | x
Nc1nnc(Cc2ccccc2F)s1 | -2.7% | 7
CCC(C(=O)NC1CCCC1)N(Cc1ccc2c(c1)OCO2)C(=O)c1snc(C(N)=O)c1N (stereo not given) | 4.5% | x
CC(C)(C)c1ccc(C(=O)C2CCCN(Cc3ccon3)C2)cc1 (stereo not given) | -2.8% | x
COc1ccccc1NS(=O)(=O)c1cc(NC(=O)c2sc3cc(Cl)ccc3c2Cl)ccc1C | 1.4% | x

Record cards, from the list above:
Entry for `N#Cc1ccccc1OCC(=O)OCC(=O)N1CCN(C(=O)c2ccco2)CC1` : M. tuberculosis GlmU = 0.1%; Mtb RmlCD inh = -7
Entry for `Cc1ccc(C(C(=O)NC2CCCCC2)N(C(=O)CCCC(=O)Nc2ccccn2)c2ccc3c(c2)OCCO3)cc1` (stereo not given) : M. tuberculosis GlmU = 1.9%; Mtb RmlCD inh = x

More records follow:
Compound | M. tuberculosis GlmU | Mtb RmlCD inh
COc1ccc(NC(C)=O)cc1NC(=O)CN1CCN(C(=O)c2ccco2)CC1 | 5.8% | 11
CCOC(=O)c1ccc(Cn2c(-c3ccccc3)nnc2-c2ccccc2)o1 | 3.4% | 12
CC(=O)c1ccc(NC(=O)c2cn(-c3ccccc3)nc2-c2ccncc2)cc1 | -3.2% | 3
O=C(COC(=O)c1cc[n+]([O-])cc1)NCc1ccccc1Cl | 8.9% | 7
CC(=O)Cc1cc(O)c2ccccc2c1OC(=O)c1ccccc1 | -0.8% | 23
COc1ccc(Br)cc1/C=N/NC(=O)CN1CCN(Cc2ccccc2)CC1 | 2.7% | -8
CCOC(=O)c1cc(C#N)c(SC)nc1-c1ccccc1 | -3.2% | x
O=C(Nc1nnc(-c2ccccc2Cl)o1)c1nc2ccccc2s1 | 0.0% | 10
CC(=O)NCc1nc2ccccc2n1Cc1ccccc1F | 2.5% | 12
O=C1c2oc3ccccc3c(=O)c2C(c2ccccn2)N1Cc1ccccc1 (stereo not given) | -0.3% | 7
O=C(COC(=O)[C@H](Cc1ccccc1)NC(=O)c1cccs1)NC1CC1 | -8.3% | 6
[O-][n+]1onc2c3cc(-c4ccccc4)nnc3ccc21 | -3.1% | 3

Going on with the list.
Compound | M. tuberculosis GlmU | Mtb RmlCD inh
CCCCCCc1ccc(-c2ncc(N)cn2)cc1 | 8.5% | -8
O=C(CSc1ccc2nnc(-c3ccc(Cl)cc3)n2n1)N1CCCc2ccccc21 | -3.4% | -9
O=C(O)/C=C\C(=O)Nc1ccc(N2CCN(c3ccc(F)cc3)CC2)cc1 | -7.0% | 3
Cc1cccnc1CCNC(=O)CCc1nnc(-c2ccccc2)o1 | 2.4% | -8
O=c1c2ccccc2nc(/C=C/c2ccc(O)cc2)n1-c1ccccc1O | 3.6% | x
O=C(Cn1c(=O)c(=O)n(Cc2ccccc2)c2ccc(Cl)cc21)Nc1ccc(F)cc1F | -3.1% | x
O=C(COC(=O)c1ccco1)Nc1ccccc1[N+](=O)[O-] | -3.1% | -12
COc1cccc(CN2CCN(C3CCOCC3)CC2CCO)c1 (stereo not given) | 2.3% | -4
C=CCn1c(=NC(=O)C2CC2)sc2cc(NC(C)=O)ccc21 | -2.7% | 15
O=C(OCC(=O)c1c[nH]c2ccccc12)C1=COCCO1 | 0.9% | x
COc1ccc(/C=N/n2c(=O)[nH]c3c([nH]c4ccc(Br)cc43)c2=O)cc1CN1CCOCC1 | 5.5% | x
O=c1ccn(Cc2ccccc2)c(=O)n1Cc1ccccc1 | -3.0% | u

Continuation.
Compound | M. tuberculosis GlmU | Mtb RmlCD inh
COc1ccc(CNC(=O)c2cccc(C)c2[N+](=O)[O-])cc1 | 0.2% | -14
COc1ccc(Br)cc1CN(C)CC(=O)Nc1cc(Cl)ccc1Cl | 2.4% | -6
Cc1cccc(C)c1NC(=O)/C(=C/c1ccco1)c1ccccc1 | 2.7% | x
NC(=O)CC(NC(=O)Cc1ccc(Br)cc1)c1ccc(NCc2cc(F)ccc2F)c([N+](=O)[O-])c1 (stereo not given) | 3.0% | x
Cc1ccc(CN2CCN(/N=C/c3ccc(Cl)c([N+](=O)[O-])c3)CC2)cc1 | -5.8% | 7
